FEN1 inh: qHTS Assay for the Inhibitors of Human Flap endonuclease 1 (FEN1); P39748; Recombinant FEN1 flap cleavage, fluorescence, 15 min; Potency, µM (top dose mostly 114 µM), for inactives: at the highest dose activity change, negative = inhibition, hits mostly inhibitors; 0.35% of 390,000 active; AID 588795, 2011; note: nearly all actives have a fitted effect of over 65% in size
Target sequence (P39748 whole entry, looked up): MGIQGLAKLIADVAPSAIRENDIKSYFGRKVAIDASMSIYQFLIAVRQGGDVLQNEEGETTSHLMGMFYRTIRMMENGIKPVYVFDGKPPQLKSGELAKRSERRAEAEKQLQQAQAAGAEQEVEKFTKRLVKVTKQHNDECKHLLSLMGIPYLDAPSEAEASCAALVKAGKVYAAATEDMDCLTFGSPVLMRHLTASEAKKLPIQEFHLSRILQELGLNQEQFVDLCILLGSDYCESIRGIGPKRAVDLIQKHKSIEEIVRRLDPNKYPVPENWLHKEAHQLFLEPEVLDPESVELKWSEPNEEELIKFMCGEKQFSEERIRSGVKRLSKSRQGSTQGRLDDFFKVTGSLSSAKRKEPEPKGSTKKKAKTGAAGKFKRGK
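Potency values derive from four-parameter Hill fits of normalized qHTS data. The reaction used 10 nM FEN1 preincubated 15 min at room temperature with compound, then 50 nM DNA substrate, read at 0 and 15 min.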
N370S GC: qHTS Assay for Inhibitors and Activators of N370S glucocerebrosidase as a Potential Chaperone Treatment of Gaucher Disease. N370S GC spleen homogenate, 4MU-glucoside fluorescence. Potency, µM (highest dose often 59.4 µM), for the others: top-dose activity change, negative = inhibition, most hits filed as inhibitors. 0.092% of 330,000 active. AID 2101, 2009;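 note: 0% = full enzyme activity and -100% = no enzyme basal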
TDP1 inh: qHTS Assay for Inhibitors of Tyrosyl-DNA Phosphodiesterase (TDP1) | Tyrosyl-DNA phosphodiesterase 1 (Homo sapiens), Q9NUW8 | recombinant TDP1, AlphaScreen DNA substrate cleavage | Potency, µM (highest dose often 130 µM), for the others: at the top dose activity change, negative = inhibition, hits mostly inhibitors | 0.28% of 350,000 active | AID 485290, 2010; note: nearly all actives have a fitted effect of over 40% in size
Target sequence (Q9NUW8 whole entry, looked up): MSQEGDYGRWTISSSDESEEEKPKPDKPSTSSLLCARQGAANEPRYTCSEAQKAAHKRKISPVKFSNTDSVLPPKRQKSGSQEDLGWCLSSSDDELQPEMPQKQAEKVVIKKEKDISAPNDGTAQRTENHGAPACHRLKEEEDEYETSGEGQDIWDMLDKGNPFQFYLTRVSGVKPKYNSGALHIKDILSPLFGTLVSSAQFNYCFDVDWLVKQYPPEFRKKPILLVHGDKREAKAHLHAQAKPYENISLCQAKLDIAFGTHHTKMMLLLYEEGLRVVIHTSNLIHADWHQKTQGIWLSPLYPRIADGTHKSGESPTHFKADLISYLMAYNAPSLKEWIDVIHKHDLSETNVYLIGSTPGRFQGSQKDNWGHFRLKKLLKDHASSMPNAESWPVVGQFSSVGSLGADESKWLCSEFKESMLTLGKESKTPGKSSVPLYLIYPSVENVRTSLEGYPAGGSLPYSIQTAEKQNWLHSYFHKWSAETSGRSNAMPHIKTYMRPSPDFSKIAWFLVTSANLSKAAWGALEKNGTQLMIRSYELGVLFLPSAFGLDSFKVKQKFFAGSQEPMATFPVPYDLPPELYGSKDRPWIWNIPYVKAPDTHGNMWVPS
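Compounds were preincubated with Tdp1 (1 nM final) for 15 min at room temperature before substrate (15 nM final) started a 5 min reaction; beads (10 ug/ml final) were then added for 10 min before AlphaScreen detection.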
An asterisk follows results filed as active; ? = inconclusive; nt = no result given; & = joins results of further samples; [ ] = remark or other dose. Calls come from the whole dose curve; as a rule, active = well fitted curve in the direction sought with a large enough effect; inconclusive = small, poorly fitted or top-dose-only effect, or another doubt; inactive = no such curve, though single readings can be large; an effect the other way counts as inactive or inconclusive. Unless noted, % is set by controls: 0 for no effect and ±100 for the full control effect; potency is the fitted concentration of half-maximal effect.

SMILES | FEN1 inh | N370S GC | TDP1 inh
CCCNC(=O)c1ccccc1NC(=O)COc1ccc(OC)cc1 | -2% | -9% | -1%
O=C(O)c1cccc(S(=O)(=O)N2CCCC(c3nc4c(nnn4Cc4ccccc4Cl)c(=O)[nH]3)C2)c1 (stereo not given) | -14% | -3% | 15%
O=C(Cc1cccs1)N(c1ccc(Cl)cc1)C1C=CS(=O)(=O)C1 (stereo not given) | 0% | -2% | 6%
O=C(CNC(=O)c1ccc(-c2ccccc2)cc1)OCc1c(F)cccc1Cl | -7% | -16% | -3%
CCCCn1c(N)c(N(CCOC)C(=O)c2ccc(-c3ccccc3)cc2)c(=O)[nH]c1=O | -5% | -17% | -16%
CCOC(=O)COn1c(SCC(=O)OCC)nc2ccccc2c1=O | -6% | -2% | 5%
CCOC(=O)C1C(=O)OC(C)(C)C1C(C)C(=O)c1ccccc1 (stereo not given) | 5% | 6% | 0%
Cc1nnc(NC(=O)c2ccc3c(c2)C(=O)N(CCC(C)C)C3=O)s1 | 10% | 4% | 1%
COCCCNc1ncnc2c1nnn2C | 17% | nt | 3%
Cc1c(OCC(=O)NCc2ccncc2)ccc2c3c(c(=O)oc12)CCCC3 | -12% | -6% | -6%
Cc1cc(C)cc(CSCC(=O)NN=C2CCCCCC2)c1 | -2% | -2% | -3%
CCOCCCNC(=O)c1cc2c(=O)[nH]c3ccccc3c2n1C | -5% | nt | -2%
CN(CC(=O)Nc1ccc(N2CCOCC2)cc1)C(=O)CC(c1ccccc1)c1ccccc1 | -2% | -5% | 0%
CCC1CCc2c(c3ccccc3[nH]c2=O)O1 (stereo not given) | -1% | 2%[12.8 µM] | -2%
Fc1ccc(C2=CC(c3ccc(F)cc3)n3c(nc4ccccc43)N2)cc1 (stereo not given) | -2% | nt | 9%
CN1CCN(c2ccc(Cl)cc2NC(=O)/C=C/c2ccc(F)cc2)CC1 | -15% | -19% | 8%
Cn1c(=O)c2[nH]c(N=NNc3ccccc3F)nc2n(C)c1=O | 2% | -8% | nt
Cc1ccc(CN2CCN(c3ccccc3)CC2)o1 | 14% | -2% | nt
CCC(C)Sc1ccc([C@@H]2[C@H]3C(=O)N(CC)C(=O)[C@H]3[C@]3(C(=O)OC)CCCN23)cc1OC (stereo not given in full) | -19% | -8% | 6%
COCCCn1c(SCC(=O)NC(C)(C)C)nnc1-c1ccccc1 | 4% | 2% | 8%
COc1ccc(OCC(=O)N2CCc3ccccc3C2)cc1 | 0% | 1% | nt
COCC(C)NC(=O)c1cc(-c2ccc(O)cc2)on1 (stereo not given) | 3% | -22% | -4%
O=C(Cn1c(=O)cnc2ccccc21)NNC(=O)c1ccc(Cl)cc1 | -8% | nt | -2%
CN=C1C=C/C(=N/N=c2\ccn(O)cc2C)C=C1C | 5% | -20% | 6%
O=C(OCC(=O)N1CCCCCC1)c1ccc(Br)c(S(=O)(=O)N2CCOCC2)c1 | -1% | nt | 2%
N=c1c(S(=O)(=O)c2ccc(Cl)cc2)cc2c(=O)n3ccccc3nc2n1CCc1ccccc1 | nt | -6% | 2%
Cc1cc(F)ccc1S(=O)(=O)N1CCCOC1CNC(=O)C(=O)NCc1ccccn1 (stereo not given) | -7% | -15% | 5%
Cc1cc(C)cc(NC(=O)Nc2ccc3nc(N4CCN(C)CC4)cc(C)c3c2)c1 | 10% | nt | 1%
Cc1ccc(C(=O)N(c2ccccc2)C2CC(C)N(C(=O)c3ccco3)c3ccccc32)cc1 (stereo not given) | -2% | -24% | 10%
CN1C(=O)CC[C@@H]1c1cccnc1 | nt | 15%[21.6 µM] | 10%[21 µM]
COc1ccc(CN2CCC(C(N)=O)CC2)cc1OCc1ccccc1 | -8% | -17% | 4%
O=C(O)CC(C(=O)O)C(CC(=O)O)C(=O)O (stereo not given) | nt | 1% | 21%
O=C(Nc1ccc2oc(-c3ccc(Cl)cc3)nc2c1)c1ccc2ccccc2c1 | -2% | nt | 4%[2.28 µM]
Cc1[nH]c(=O)[nH]c(=O)c1/C=C/C(=O)O | 11% | 2% | 5%
COc1ccc(OC)c(Nc2ncnc3ccc(Br)cc23)c1 | -3% | ? | -1%
CC(=O)N1CCCc2cc(S(=O)(=O)N(C)CC(=O)Nc3ccc(Cl)cc3C)ccc21 | 17% | nt | -2%
Nc1nc(N2CCCCC2)nc(N2CCCCC2)n1 | -2% | -6% | 1%
N#Cc1ccccc1NC(=O)COC(=O)c1c[nH]c2ccccc12 | 3% | -6% | 3%
CCCCCn1nc(C(=O)OCC(=O)c2c(N)n(C)c(=O)n(C)c2=O)c2ccccc2c1=O | -16% | -10% | 0%
CCOC(=O)c1c(C)c(C(=O)NCc2ccc(Cl)cc2)c(C)n1CC | -6% | nt | 1%

Compounds above that contain an NH in an aromatic ring (7):
SMILES | FEN1 inh | N370S GC | TDP1 inh
O=C(O)c1cccc(S(=O)(=O)N2CCCC(c3nc4c(nnn4Cc4ccccc4Cl)c(=O)[nH]3)C2)c1 (stereo not given) | -14% | -3% | 15%
CCCCn1c(N)c(N(CCOC)C(=O)c2ccc(-c3ccccc3)cc2)c(=O)[nH]c1=O | -5% | -17% | -16%
CCOCCCNC(=O)c1cc2c(=O)[nH]c3ccccc3c2n1C | -5% | nt | -2%
CCC1CCc2c(c3ccccc3[nH]c2=O)O1 (stereo not given) | -1% | 2%[12.8 µM] | -2%
Cn1c(=O)c2[nH]c(N=NNc3ccccc3F)nc2n(C)c1=O | 2% | -8% | nt
Cc1[nH]c(=O)[nH]c(=O)c1/C=C/C(=O)O | 11% | 2% | 5%
N#Cc1ccccc1NC(=O)COC(=O)c1c[nH]c2ccccc12 | 3% | -6% | 3%

Next part:
SMILES | FEN1 inh | N370S GC | TDP1 inh
COc1ccccc1CN1CCC(CNC(=O)c2cnn(-c3cccc(Cl)c3)c2C2CCN(C(=O)OC(C)(C)C)CC2)CC1 | 6% | nt | 6%
O=C(c1sccc1-c1ccccc1)N1CCN(S(=O)(=O)c2ccccc2F)CC1 | -7% | 0% | 1%[0.505 µM]
COC(=O)C1=CNC=C(C(=O)OC)C1c1cccc(OC)c1 | 7% | ? | -4%
COC(=O)CNC(=O)CSc1nnc(C)c(=O)[nH]1 | -7% | 4% | 6%
Cc1ccc(Cn2c(SCC(=O)N/N=C/c3ccc(C)o3)nc3ccccc32)cc1 | 13% | 4% | 5%
Nc1ncnc2c1ncn2[C@@H]1O[C@H](COP(=O)(O)OP(=O)(O)O)[C@@H](O)[C@H]1O | nt | 2%&12% | 6%
CCOc1ccccc1CNC(=O)Cn1nc(C)c2nn(-c3ccc(Cl)cc3)c(C)c2c1=O | 15% | nt | 3%
O=C(C[C@@H]1C/C=C\CC[C@H](Cc2ccc(F)cc2)C(=O)OC[C@@H]2CCCN2C1=O)NCCO | 6% | nt | -4%
COc1ccc(OC)c2[nH]c(C(=O)N3CCC(C(=O)O)CC3)cc12 | -16% | -15% | nt
O=C(O)CCn1c(=O)n(CCC(=O)O)c(=O)n(CCC(=O)O)c1=O | 11% | -2% | -6%
c1ccc(SCCCCNC2CCCC2)cc1 | 3% | 16% | -5%
Cc1nnc(SC(C)C(=O)Nc2c(C)n(C)n(-c3ccccc3)c2=O)n1N (stereo not given) | 0% | 10% | -5%
COc1ccc(Br)cc1/C=N/N1CCN(Cc2ccccc2Cl)CC1 | -9% | -5% | nt
COc1ccc(C(=O)NCc2ccc(F)cc2)cc1S(=O)(=O)N1CCCC1 | 4% | 2% | 4%
O=C(Nc1ccc(Cl)cc1)OCc1cc(-c2ccccc2)on1 | -2% | 3% | 4%
O=C(/C(=C(\[O-])c1ccccc1)[n+]1ccc2ccccc2c1)c1ccccc1 | -8% | -2% | 5%
O=C(CCC(=O)Nc1ccccc1Cl)N/N=C/c1c[nH]c2ccccc12 | 1% | 8% | -5%
COc1ccc(-n2ccc(-c3nn(-c4cccc(C(F)(F)F)c4)ccc3=O)n2)cc1 | 9% | -2% | 6%
CCO[C@H]1OC(C(=O)N2CCOCC2)=C[C@@H](c2ccc(C(F)(F)F)cc2)[C@@H]1CCCO | 20% | 25% | 4%
Cc1cc(C)nc(SC2CC(=O)N(c3ccc(C)c(C)c3)C2=O)n1 (stereo not given) | 23% | -13% | 1%
O=C(/C=C/c1cccnc1)c1ccccc1O | -5% | 2% | nt
O=C(Nc1ccc(Cl)cn1)C1CCN(S(=O)(=O)c2cccs2)CC1 | -3% | -3% | nt
COc1ccc(CNC(=O)C2CCN(S(=O)(=O)c3cccnc3)CC2)cc1 | 19% | 1% | -1%
CN(C)CCNC(=O)c1sc2cccc(F)c2c1Cl | -7% | -7% | 6%
CC(C)C(=O)NC(NC(=S)NC1CCS(=O)(=O)C1)C(Cl)(Cl)Cl (stereo not given) | 11% | -4% | 0%
Cn1c(=O)c2cc(S(=O)(=O)NC(C(=O)NC3CCCCC3)c3ccccc3)ccc2n(C)c1=O (stereo not given) | -6% | -5% | 3%
CN1CCN(c2nc3c(c(=O)n(C)c(=O)n3C)n2Cc2ccc(Cl)cc2)CC1 | -1% | -4% | nt
CCN(C(=O)COC(=O)/C=C/c1ccco1)C1CCCCC1 | 1% | nt | 20µM*
Nc1c(C(=O)O)sc2nc(-c3ccccc3)cc(-c3ccc(F)cc3)c12 | -6% | 3% | 0%
COc1ccc(Br)cc1CNC(=O)CCCn1c(=O)c2cccn2c2ccccc21 | -4% | nt | 0%
COc1ccc(/C=N/NC(=O)CN2CCSCC2)c(OC)c1 | -8% | -14% | -3%
CCN(CC(=O)NCc1ccc(F)cc1)C(=O)COc1ccccc1[N+](=O)[O-] | -3% | nt | 0%
CCOc1ccc(/C=N/NC(=O)C(=O)NCc2ccco2)cc1 | -6% | -11% | 5%
Cc1ccc(CNC(=O)c2nc(S(=O)(=O)Cc3ccc(C)cc3)ncc2Cl)cc1 | 15% | nt | -2%
Cc1nn(Cc2ccccc2)c(C)c1C(=O)NCCN1C(=O)S/C(=C\c2ccccc2)C1=O | 10% | 1% | -5%
CCOC(=O)c1c(NC(=O)/C=C/C(=O)O)sc(C)c1-c1ccc(Cl)cc1 | 14% | 5% | 5%
CC1(C)C(=O)Nc2ccccc2N1C(=O)COC(=O)C12CC3CC(CC(O)(C3)C1)C2 | -12% | 21% | -4%
CCCCNC(=O)N1CCN(C(=O)C2CCCO2)CC1 (stereo not given) | 12% | -5% | 3%
O=C(COC(=O)CNC(=O)c1ccccc1)Nc1ccc(S(=O)(=O)N2CCOCC2)cc1 | -3% | -6% | 1%
Cc1ccccc1-n1c(C)nnc1SCC(=O)NNC(=O)c1ccccc1 | 7% | 0% | 4%
COc1ccc(CCNC(=O)CCc2c(C)c3cc4c(C)coc4c(C)c3oc2=O)cc1OC | 9% | nt | 2%
Cn1c2ccccc2c(=O)c2c(=O)n(-c3ccc(F)cc3)c(-c3cccs3)nc21 | ? | 15% | 4%
O=C(O)c1cccc(S(=O)(=O)N2CCN(Cc3ccc4c(c3)OCO4)CC2)c1 | 0% | 0% | 4%[0.0935 µM]
COc1ccccc1CNC(=O)COC(=O)c1ccccn1 | -5% | -12% | -6%
N#CCc1nn2c3c(cnc2c1C#N)C(=O)CCC3 | -24% | -4% | 5%
Cc1ccc(NC(=O)CNC(=O)c2ccc(C)s2)nc1 | -2% | -8% | nt
COc1cccc(CNC(=O)C2CCN(c3nnc(-n4c(C)ccc4C)s3)CC2)c1OC | 10% | nt | 10%
Cc1cc(=S)nc(-c2ccccn2)[nH]1 | 1% | 5% | nt
CCOc1ccc(/C=C2/SC(=S)N(CCC(=O)Nc3ccc(C(=O)O)cc3)C2=O)cc1 | -33% | -13% | 10µM*
O=C(C1CCCN(S(=O)(=O)c2ccccc2[N+](=O)[O-])C1)N1CCCC1 (stereo not given) | -3% | 5% | 2%
CN(Cc1ccccc1)C(=S)NC(=O)C1CCCCC1 | -5% | -2% | 3%
Cc1ccccc1CNC(=O)Cn1nc(C)c2nn(-c3ccc(Cl)cc3)c(C)c2c1=O | -11% | nt | 0%
CCCOc1ccc(C(=O)NCc2cccnc2)cc1 | -5% | -5% | 2%
CCCCNc1c(-c2cccc(SC3CCCCC3)c2)nc2ccc(Cl)cn12 | ? | -5% | nt
Cc1ccc(-n2nc(C)c(/C=N/NC(=O)c3cccnc3)c2Cl)cc1 | 0% | -23% | 4%
CC(C)c1ccc(C(C)NC(=O)C2CCCC2)cc1 (stereo not given) | 22% | -3% | nt
CCCCn1c(SCC(=O)c2ccc3c(c2)OCCO3)nnc1-c1ccco1 | -1% | -2% | -3%
CC(=O)CSc1ccc(C(=O)O)cn1 | 5% | -10% | -5%
COCCN(C(=S)Nc1ccccc1C)C(C)c1cccs1 (stereo not given) | -4% | 4% | -1%
Cc1cccc(C(=O)N2CCc3cc(CNC(=O)c4ccc(Br)o4)ccc32)c1 | -1% | nt | 8%

Arranged by the number under N370S GC (highest first): some entries from above.
smiles,N370S GC,TDP1 inh
O=C(O)c1cccc(S(=O)(=O)N2CCN(Cc3ccc4c(c3)OCO4)CC2)c1,0%,4%[0.0935 µM]
CCCOc1ccc(C(=O)NCc2cccnc2)cc1,-5%,2%
COc1ccccc1CNC(=O)COC(=O)c1ccccn1,-12%,-6%

Compounds as they come; any-hit rate near 0.57%.
